# Rad51 HR inh = human RAD51 strand exchange inhibitors, primary screen, biochemical, fluorescence. hRad51 DNA strand exchange, fluorescence dequenching. inhibition, % at 10 µM. 200,000 tested, 0.085% active. AID 1385, 2008;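 active means inhibition above 40% at the single screening dose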;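 further: 0% = DMSO control wells and 100% = blanks with heterologous ssDNA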
#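 System: hRad51 filaments on single-stranded DNA; reagent: Fluorescein- and BHQ1-tagged 47-mer duplex; compound dosing: one concentration, 10 µM final; timing: filaments 15 min 37 °C, then compound 30 min; measured by: fluorescein emission 520 nm, excitation 485 nm; benchmarks: per-plate controls and blanks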
# EBV gp42 inh = Epstein-Barr virus gp42 inhibitors, primary screen, biochemical, uHTS, fluorescence polarization | inhibition, % (tested at 21.74 µM) | Fluorescence polarization binding assay, mP read-out | Glycoprotein 42 (Epstein-Barr virus (strain AG876)), Q1HVG2 | 220,000 tested, 0.42% active; in the data active means inhibition above about 50%
# Target sequence (Q1HVG2 whole entry, looked up): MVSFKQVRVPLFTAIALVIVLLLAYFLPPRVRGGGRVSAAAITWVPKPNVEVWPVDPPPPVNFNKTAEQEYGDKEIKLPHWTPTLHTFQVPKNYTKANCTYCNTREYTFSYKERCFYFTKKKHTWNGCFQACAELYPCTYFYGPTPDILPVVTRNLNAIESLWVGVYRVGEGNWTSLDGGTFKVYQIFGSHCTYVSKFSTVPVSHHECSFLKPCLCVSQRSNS
# Furin inhibitor = human furin inhibitors, primary screen, biochemical, fluorescence intensity | 220,000 tested, 0.061% active | AID 463115, 2010 | inhibition, % at 30 µM | purified furin, fluorogenic substrate cleavage; in the data active means inhibition above about 25%; further: inactives centre near -15
# eIF4E 4G PPI = eIF4E–eIF4G protein interaction inhibitors, primary screen, biochemical, uHTS, TR-FRET, eIF4GI fragment. inhibition, % at 21.7 µM. 220,000 tested, 0.37% active. TR-FRET eIF4E-eIF4GI(517-606) binding, 2 h. Eukaryotic translation initiation factor 4E (Mus musculus) + Eukaryotic translation …. AID 782, 2007;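 further: 0% = full FRET control wells and 100% = background wells lacking eIF4GI fragment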
# Thrombin inh = human alpha-thrombin inhibitors, primary screen, counter-screen for coagulation protease inhibitor project, biochemical, 1536-well, fluorogenic AMC substrate. Prothrombin (Homo sapiens), P00734. Boc-VPR-AMC fluorogenic substrate cleavage. inhibition, % at 5 µM. 220,000 tested, 0.26% active. AID 1046, 2008;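 active means inhibition at or above 40%; inactive means inhibition below 40%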;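 further: 0% = enzyme with no compound and 100% = wells without enzyme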
#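 Test system: human alpha-thrombin protein / Dosing: one concentration per compound, 5 µM, with 0.2% DMSO / Medium: pH 7.5 Tris-saline with Tween 20 / Benchmarks: no-compound enzyme wells and no-enzyme blanks / Read-out basis: percent inhibition of thrombin substrate cleavage / Timing: reaction at room temperature / Measured by: fluorescence, ex 355 nm, em 460 nm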
# Cl transport mod = KCC2 cotransporter modulators, thallium flux, primary screen, cell-based, HEK293 KCC2, FluoZin-2 fluorescence, MLSMR. KCC2 cells, thallium flux FluoZin-2 fluorescence. B-score of Tl+ flux slope (higher = more flux/activation; lower = inhibition) at 10 µM. 190,000 tested, 2.2% active. AID 1456, 2008;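 active means thallium flux slope and its plate-corrected score both differing from the plate sample mean at a set confidence after two filtering rounds, in either direction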;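 further: slope of fluorescence scaled to starting intensity during 10 to 20 s after thallium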
# 14-3-3 Bad PPI = inhibitors of 14-3-3 zeta/Bad binding, primary screen, biochemical, TR-FRET, bovine 14-3-3 zeta; 220,000 tested, 0.71% active; TR-FRET 14-3-3zeta/Dy647-pBad peptide displacement, 1 h; inhibition, % at 21.7 µM; 14-3-3 protein zeta/delta (Bos taurus), P63103;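 active means inhibition above about 70%, limit read from the data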;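 further: 0% = full 14-3-3 plus peptide FRET controls and 100% = background without 14-3-3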
# Target sequence (P63103 whole entry, looked up): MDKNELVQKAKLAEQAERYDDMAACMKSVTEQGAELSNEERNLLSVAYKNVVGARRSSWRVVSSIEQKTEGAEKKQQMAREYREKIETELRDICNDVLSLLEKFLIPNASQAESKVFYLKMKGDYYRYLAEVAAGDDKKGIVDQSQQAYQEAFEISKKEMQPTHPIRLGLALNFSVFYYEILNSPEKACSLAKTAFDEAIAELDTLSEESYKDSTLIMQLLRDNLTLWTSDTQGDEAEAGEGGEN
# NCF1 inh = p47phox/p22phox peptide binding inhibitors, primary screen, biochemical, uHTS, NADPH oxidase regulatory subunit; 220,000 tested, 0.53% active; fluorescence polarization, 2 h; AID 1274, 2008; inhibition, % at 24.7 µM; Neutrophil cytosol factor 1 (Homo sapiens), P14598;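 further: 0% = p47phox with labelled peptide and 100% = labelled peptide alone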
# Target sequence (P14598 whole entry, looked up): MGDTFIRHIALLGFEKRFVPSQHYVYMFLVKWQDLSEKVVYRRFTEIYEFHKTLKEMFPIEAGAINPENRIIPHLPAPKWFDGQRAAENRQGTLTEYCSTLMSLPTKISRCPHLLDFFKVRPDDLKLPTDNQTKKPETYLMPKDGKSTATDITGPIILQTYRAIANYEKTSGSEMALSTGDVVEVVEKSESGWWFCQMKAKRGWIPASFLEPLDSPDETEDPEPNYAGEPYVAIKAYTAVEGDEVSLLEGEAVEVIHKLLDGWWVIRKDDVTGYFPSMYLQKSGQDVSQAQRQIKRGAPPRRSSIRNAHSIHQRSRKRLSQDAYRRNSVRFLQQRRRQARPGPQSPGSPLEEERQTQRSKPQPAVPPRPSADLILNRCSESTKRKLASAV
# KLK5 inh = human KLK5 protease inhibitors, primary screen, biochemical, 1536-well; recombinant hK5, fluorogenic AMC substrate cleavage; inhibition, % at 5 µM; 210,000 tested, 0.59% active; AID 873, 2007;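 active means inhibition of 40% or more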;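 further: 0% = enzyme controls without compound and 100% = no-enzyme blanks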
# Target sequence (Q9Y337 67-293 limits assumed): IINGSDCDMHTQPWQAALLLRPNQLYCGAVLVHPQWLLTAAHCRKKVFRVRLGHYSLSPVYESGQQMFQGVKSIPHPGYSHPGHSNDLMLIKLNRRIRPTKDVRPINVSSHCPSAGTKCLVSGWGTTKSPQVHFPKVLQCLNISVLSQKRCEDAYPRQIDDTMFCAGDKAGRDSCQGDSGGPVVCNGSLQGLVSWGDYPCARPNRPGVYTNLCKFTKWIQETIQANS
# The depositor's hits bear a star; . = no result given; [ ] = another dose, or the depositor's remark.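 How the source made its calls, unless noted: active means inhibition above about 30% (limit read from the data); inactive means the rest.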
SMILES,Rad51 HR inh,EBV gp42 inh,Furin inhibitor,eIF4E 4G PPI,Thrombin inh,Cl transport mod,14-3-3 Bad PPI,NCF1 inh,KLK5 inh
CCOc1ccc(NC(=O)C[n+]2ccccc2)cc1,7,-16,-18,-2,-7,0.37,3,-20,-10
COc1ccccc1Oc1ccc(S(=O)(=O)N2CCOCC2)cc1S(=O)(=O)N1CCOCC1,5,-1,-19[20 µM],1,1,1.7,-1,-7,-25
CCCC1NC(=S)N(C2CCCCC2)C1=O (stereo not drawn),0,-3,4,-1,-14,0.41,3,-7,-24
CCCNC(=O)c1nnsc1S(=O)c1ccc(Cl)cc1 (stereo not drawn),4,-6,-25,-3,-6,0.36,-2,1,-2
O=C(O)c1cncc(Br)c1,-3,-4,-18,-3,-3,0.89,-11,-15,-3
C=CCN1C(=O)CSC1=Nc1cccc(O)c1,-1,-7,-14[20 µM],30*,-5,0.55,9,-16,6
Cc1ccc(S(=O)(=O)N2CCCC2C(=O)OCc2ccccc2)cc1 (stereo not drawn),8,-12,-17,-1[fluorescence artefact?],-1,-2.8,-2[fluorescence artefact?],1,-23
COc1ccc(NS(=O)(=O)c2ccc(NC(=O)C3CCCO3)cc2)cc1 (stereo not drawn),-14,-12,-9,7,-7,.,4,-12,2
Cc1ccc(O)c(NC(=S)NC(=O)C(C)C)c1,.,3,-13,-2,-11,0.038,-8,-2,-3
COC(=O)/C(=C/c1c[nH]c2ccccc12)NC(C)=O,10,-23,5,8,-2,0.6,-4,-5,-6
O=C(NCc1cccnc1)/C(=C/c1ccco1)NC(=O)c1ccccc1,3,6,-24[20 µM],-6,3,0.022,-7,-4,0
CC(=O)Nc1ccc(S(=O)(=O)c2ccc(C)cc2)cc1,0,-1,-19,-2,-3,0.028,-2,-3,-14
CN(C(=O)c1ccc2c(c1)CCN2S(C)(=O)=O)c1ccccc1,-1,-15,-13,7,-2,-0.55,-4,-1,2
S=c1[nH]nc(-c2ccccn2)n1/N=C/c1ccc(Br)s1,2,6,-9,1,-11,26*,5[fluorescence artefact?],3,-7
O=C(O)c1ccccc1N(Cc1ccccc1)C(=O)COc1ccccc1,.,-15,-13,-3,-3,-1.5,0,-4,-1
Cc1ccccc1C(=O)Nc1ccc(-c2nc3ccc(C(=O)c4ccccc4)cc3[nH]2)cc1,-2,-6,-20,-6,5,-0.84,1,-31,-30
CN1C(=O)/C(=C\c2cc(Br)cs2)c2ccccc21,-5,-10,-7,-2,1,0.5,-1,-16,-4
O=C1N/C(=C/c2cccn2-c2ccccc2)C(=O)N1Cc1ccc(F)cc1,-2,-7,-15,1,-5,0.25,-14[fluorescence artefact?],-22,-14
O=C(O)C1C2CCC(O2)C1C(=O)Nc1cnn(Cc2ccccc2)c1 (stereo not drawn),-7,2,-2[20 µM],2,-4,-3.5,3,-5,13
Cc1cccc(-n2cc(CN3CCN(c4ccccn4)CC3)c(-c3cccc(F)c3)n2)c1,-8,-3,-18,0,-4,.,-2,-14,.
Cc1cccc(OCC(=O)NCC(=O)N/N=C/c2ccc(O)cc2O)c1,10,-1,6,-7,1,0.5,-6,-2,-4
CC1CC1c1ccc(/C=C(\C#N)C(=O)Nc2cc(Cl)ccc2Cl)o1 (stereo not drawn),-10,-30,-7,-3[fluorescence artefact?],-5,-0.2,15[fluorescence artefact?],-84,-1
CC1(C)OC(c2ccccc2)=C/C(=C\C=N\NC(=O)c2ccncc2)O1,.,-7,17,4,-8,-0.065,-9,-27,0
COc1ccc(C(=O)Nc2cc(=O)n(C)c(=O)n2C)cc1OC,-2,-9,-28,3,-1,-1.1,7[fluorescence artefact?],-7,0
N#Cc1c(N)n(CCOC(=O)c2cccc(Br)c2)c2nc3ccccc3nc12,-9,-12,-22[20 µM],-2,-2,0.52,0,-13,-84
CS(=O)(=O)N(CC(=O)Nc1ccccc1-c1ccccc1)c1ccc(F)cc1,-17,10,-13,2,13,0.74,-6,-15,23
COc1cccc(C(C(=O)NC(C)(C)C)N(Cc2ccco2)C(=O)CCC(=O)Nc2cc(C)on2)c1OC (stereo not drawn),.,0,-16,1,-5,-0.1,5,3,-7
O=C1c2ccccc2CN1CCSC(=S)N1CCSCC1,0,-16,-38,-4,-3,-0.85,-12,-8,0
CC(C)Oc1ccc(CNCC2(O)CCOC(C)(C)C2)cc1 (stereo not drawn),3,-1,-17[20 µM],-1[fluorescence artefact?],1,.,-1,-4,-18
COc1ccc(C(=O)N2CCC(C(=O)Nc3ccc(C)cc3)CC2)cc1,-27,1,-7,-3,32,1.1,5,0,-2

# Look-ups from the list:
# Rad51 HR inh with `COc1ccc(C(=O)N2CCC(C(=O)Nc3ccc(C)cc3)CC2)cc1` is entered as -27
# Thrombin inh with `O=C1N/C(=C/c2cccn2-c2ccccc2)C(=O)N1Cc1ccc(F)cc1` is entered as -5
# Cl transport mod with `CC1CC1c1ccc(/C=C(\C#N)C(=O)Nc2cc(Cl)ccc2Cl)o1` (stereo not drawn) is entered as -0.2
# Furin inhibitor with `O=C(O)C1C2CCC(O2)C1C(=O)Nc1cnn(Cc2ccccc2)c1` (stereo not drawn) is entered as -2[20 µM]
# Thrombin inh with `O=C1c2ccccc2CN1CCSC(=S)N1CCSCC1` is entered as -3
# Cl transport mod with `Cc1cccc(OCC(=O)NCC(=O)N/N=C/c2ccc(O)cc2O)c1` is entered as 0.5

# Next part.
SMILES,Rad51 HR inh,EBV gp42 inh,Furin inhibitor,eIF4E 4G PPI,Thrombin inh,Cl transport mod,14-3-3 Bad PPI,NCF1 inh,KLK5 inh
Cc1cc(NC(=O)c2nn(C)c(C)c2[N+](=O)[O-])no1,-1,-20,11[20 µM],7,2,-0.51,3,9,-5
CCOc1ccc(C(=O)O)cn1,-12,-14,-12,0,-8,0.075,-10,0,0
COc1ccc(NC(=O)c2ccc(C)o2)c([N+](=O)[O-])c1,2,3,-27,24,-4,-0.12,1[fluorescence artefact?],-14,-14
CCC(=O)Nc1ccc(C(=O)Nc2ccc(OC)cc2[N+](=O)[O-])cc1,-1,-18,-15,3,-9,0.88,-5,-28,-8
Cc1ccc(NC(=O)c2ccccc2-c2ccc(C(F)(F)F)cc2)cc1S(=O)(=O)N1CCOCC1,7,6,-3,4,-14,3.8*,-3,-10,-18
O=C(Cn1nnc(-c2ccccc2NC(=O)c2ccco2)n1)Nc1ccccc1,-6,-16,-17,2,4,-0.3,11,-13,8
O=C(c1ccc2c3n(nc2c1)-c1ccc(Cl)cc1CO3)N1CCCCC1,11,-12,-14,1,1,-2.2*,6,8,1
O=C(NCc1ccc2c(c1)OCO2)C1CC(=O)N(C2CCCCCCC2)C1 (stereo not drawn),-7,-4,-18,5,-4,.,-12,-4,0
Cc1cc(C(=O)Cn2nnc3ccccc3c2=O)c(C)n1-c1ccccc1F,-49,10,-21[20 µM],1[fluorescence artefact?],4,-0.64,-9,-1,-6
COc1ccc(C)cc1NC(=O)COC(=O)c1c(C)noc1C,1,-8,-12[20 µM],3[fluorescence artefact?],-3,.,-1,4,-12
CCOC(=O)c1c(NC(=O)c2c(C)noc2C)sc2c1CCCCC2,-1,-6,-19[20 µM],-1,-4,0.91,45,-23,-2
COc1ccc([N+](=O)[O-])cc1NC(=O)CN(C)S(=O)(=O)c1ccccc1,10,-4,-24,-2,3,-1.2,-7,-5,-9
NS(=O)(=O)c1ccc(NC(=O)COC(=O)c2cc3ccccc3cc2O)cc1,-4,-1,4,0,-4,-0.47,1,-23,-4
COc1ccc(-c2csc3ncnc(Cl)c23)cc1,-1,-1,-20,2,-12,-0.25,-2,-1,0
CCc1ccccc1NC1c2ccccc2C(=O)N1Cc1ccco1 (stereo not drawn),0,0,-12,-1,-10,0.011,-3,-15,-23
CCOCCn1c(SCc2cccc(C)c2)nc2c1c(=O)[nH]c(=O)n2C,2,-20,-10,-2,-5,0.05,0,-1,-9
O=[N+]([O-])c1ccc(NC(=S)NCCc2ccc(Cl)cc2)cc1,4,-7,-17[20 µM],2,0,-5*,7,-23,-8
Cc1c(C(=O)N2CCOCC2)sc(NC(=O)Cc2ccccc2)c1C#N,0,-17,-17,4,-5,.,-8,-5,5
O=C(c1ccc(COc2ccccc2Br)o1)N1CCN(c2ccccn2)CC1,-8,20,-17[20 µM],3,12,-6.5*,-9,-17,50*
Cc1ccc(S(=O)(=O)N2CC(=O)Nc3ccccc32)cc1C,2,4,-23,4,-5,.,-9,5,-8
CCCCN(CC)C(=S)Nc1ccc2nc(N3CCN(C)CC3)cc(C)c2c1,-8,1,-13,1,-5,2.1,8,-2,3
CCOC(=O)C1=C(C)NC(=O)NC1c1ccc(C)o1 (stereo not drawn),-5,1,-29,0,1,.,7,-24,-6
COCCCNCCCCOc1ccccc1-c1ccccc1,.,-2,-27,4,-4,-0.045,-6,-15,-5
CC(=O)C1=C(C)OC(N)=C(C#N)C1c1cc2cccc(C)c2nc1Cl (stereo not drawn),-3,-14,-16[20 µM],6,5,-0.035,32,-6,0
Cc1ccc(NC(=O)Cn2c(=O)c(C)nc3ccccc32)cc1,22,-8,-25,-1,6,-0.25,1,-6,-4
O=C(NCc1ccco1)C1CCN(c2nc3ccccc3n2Cc2ccc(F)cc2)CC1,-6,-8,-22,-4,-7,0.48,13,2,0
Cn1c(=O)cc(SCC(=O)N2CCN(c3ccccc3)CC2)c2ccccc21,-1,-29,-6[20 µM],4,7,.,3,-13,-1
Cc1nc(N)sc1-c1csc(Nc2ccc(Cl)cn2)n1,-3,-7,-17[20 µM],0[fluorescence artefact?],0,0.046,15,-5,-41
COc1ccc(S(=O)(=O)NNC(=O)c2cc3ccccc3o2)cc1,.,-14,-20,-1,-1,1.6,-3[fluorescence artefact?],-15,-15
Cc1ccc2oc(Nc3nc(-c4ccccc4)cc(=O)[nH]3)nc2c1,1,-4,-21,23,-3,3.7,88*,45*,-9
NS(=O)(=O)c1cccc(NC(=O)C2CC(=O)N(Cc3ccco3)C2)c1 (stereo not drawn),4,-17,-22,-2,-3,-0.36,-4,-14,-1
Cc1cc(=O)c2c(o1)CC(C)(C)CC2=O,-4,2,-18[20 µM],-3,-6,0.24,-2,-3,-11
COc1ccc(/C(C)=N/NC(=O)c2ccc(NS(=O)(=O)c3cccs3)cc2)cc1,20,6,-17,-15,-4,-0.56,1,-2,1
Cc1ccc(-n2c(=O)c3sccc3n(CC(=O)N3CCCC3)c2=O)cc1,-1,-11,-17,-5,-12,0.21,15,2,-6
COc1ccc(OC)c(C2NC(=S)NC(C)=C2C(=O)Nc2ccccn2)c1 (stereo not drawn),-24,-5,5,-2,2,-1.2,-4,0,2

# Entries of single compounds from above.
# Cc1cc(=O)c2c(o1)CC(C)(C)CC2=O in the list: Rad51 HR inh = -4; EBV gp42 inh = 2; Furin inhibitor = -18[20 µM]; eIF4E 4G PPI = -3; Thrombin inh = -6; Cl transport mod = 0.24; 14-3-3 Bad PPI = -2; NCF1 inh = -3; KLK5 inh = -11
# Cc1ccc(-n2c(=O)c3sccc3n(CC(=O)N3CCCC3)c2=O)cc1 in the list: Rad51 HR inh = -1; EBV gp42 inh = -11; Furin inhibitor = -17; eIF4E 4G PPI = -5; Thrombin inh = -12; Cl transport mod = 0.21; 14-3-3 Bad PPI = 15; NCF1 inh = 2; KLK5 inh = -6
